TNAP inhibition – human TNAP enzyme inhibitors, biochemical, luminescent (AID 518). Alkaline phosphatase, tissue-nonspecific isozyme (Homo sapiens). purified TNAP enzyme, luminescent substrate readout; higher % means a stronger effect. one-dose inhibition, % at 20 µM; IC50 in µM for titrated hits. 64,000 compounds, 0.09% hits; in the data active = a potency from the dose series; inactive = the rest, 99 in 100 with inhibition below about 22%;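 note: plate controls were vehicle for no effect and reference inhibitor for full effect; many of its hits are not listed in these tables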
HPDE-C7 cytotoxicity – cytotoxicity in HPDE-C7 cells, cell-based, fluorescence, HTS (AID 430); 63,000 compounds, 1.8% hits; HPDE-C7 pancreatic duct cells viability, fluorescence; higher % means a stronger effect; cytotoxicity, % at 10 µM, or EC50 in µM where a hit was titrated;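 note: cells exposed to compound for 48 hours before viability readout; 0% = vehicle and 100% = reference cytotoxic drug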
Bfl-1 inhibitors – Bfl-1 inhibitors, primary screen, biochemical, fluorescence polarization, FITC-Bid, mouse (AID 432) | Bcl-2-related protein A1 (Mus musculus) | FITC-Bid BH3 peptide fluorescence polarization displacement; higher % means a stronger effect | one-dose displacement, % at 20 µM; IC50 in µM for titrated hits | 64,000 compounds, 0.02% hits; in the data active = a potency from the dose series; inactive = the rest, 99 in 100 with displacement below about 15%; note: strong numbers were not always called active
HT1080 viability – cytotoxicity in HT1080 fibrosarcoma cells, cell-based, fluorescence readout (AID 620); HT1080 viability, fluorescence; higher % means a stronger effect; cytotoxicity, % at 10 µM, or EC50 in µM where a hit was titrated; 87,000 compounds, 0.42% hits;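 note: cells exposed to compound overnight then 4 h with Alamar Blue; 0% = vehicle DMSO and 100% = killing control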
LYP inhibition – LYP phosphatase inhibitors, primary screen, biochemical, DiFMUP fluorescence, recombinant catalytic domain, 10 µM (AID 606) | Tyrosine-protein phosphatase non-receptor type 22 (Homo sapiens) | recombinant LYP catalytic domain, DiFMUP fluorescence; higher % means a stronger effect | inhibition, % at 10 µM; hits with a dose series show IC50 in µM | 52,000 tested, under 10 active;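 active = IC50 under 40 µM in the dose-response test; inactive = IC50 of 40 µM or more, or never dose-tested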
DPM-DC inhibit – S. pneumoniae DPM-DC inhibitors, primary screen, biochemical, PK/LDH-coupled NADH fluorescence; diphosphomevalonate decarboxylase (Streptococcus pneumoniae D39); purified DPM-DC; calls only at 10 µM; 65,000 compounds, 0.49% hits; AID 556, 2006;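 active = the 320 compounds with the highest percent inhibition in the single-dose primary screen, excluding strongly autofluorescent ones, cut at about 32% in these data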;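 note: kinetic rate of NADH fluorescence loss reporting ADP formed by the decarboxylase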
MK inhibit – S. pneumoniae MK inhibitors, primary screen, biochemical, PK/LDH-coupled NADH absorbance | 65,000 compounds, 0.48% hits | purified MK, PK/LDH-coupled NADH absorbance 340 nm | mevalonate kinase [Streptococcus pneumoniae D39] | AID 555, 2006 | inhibition, % at 10 µM;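 active = ranked among the strongest by inhibition in the single 10 µM screen, a fixed top-ranked set picked for dose follow-up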; note: no value below 0 was filed
KRASV12 cytotoxicity – cytotoxicity in KRAS-transformed pancreatic duct cells, primary screen, cell-based, fluorescence, HTS (AID 431). HPDE-C7K KRASV12 cells, Alamar Blue viability, 48 h; higher % means a stronger effect. cytotoxicity, % at 10 µM, or EC50 in µM where a hit was titrated. 63,000 compounds, 1.7% hits;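 active = compounds whose percent cytotoxicity in the single-dose primary screen, scaled between solvent and toxic-drug controls, exceeds 50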;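 note: 0% = DMSO solvent wells and 100% = doxorubicin-treated wells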
PMK inhibit – S. pneumoniae PMK inhibitors, primary screen, biochemical, mevalonate pathway, pilot trial included. purified PMK, PK/LDH-coupled NADH absorbance 340 nm. AID 539, 2006. 65,000 compounds, 0.49% hits. inhibition, % at 10 µM;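 active = top-ranked compounds by inhibition in the single 10 µM screen, taking a fixed number of the strongest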;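 note: 0% = full reaction with DMSO carrier and 100% = background rate without enzyme reaction; no value below 0 was filed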
PMK inhibit pilot replicates – recorded beside PMK inhibit, whose call it bears; inhibition, %; measured here: pilot screen replicates
MK inhibit pilot replicates – recorded beside MK inhibit, whose call it bears; inhibition, %; measured here: pilot screen replicates
DPM-DC inhibit pilot screen % – second read-out of DPM-DC inhibit, no call of its own (marks repeat the call); inhibition, %; measured here: pilot screen trials
Numbers without * were called inactive; i = inactive; nt = no result given. Cut-off read from the data, not from the text of the source, unless noted: active = cytotoxicity above about 50%; inactive = the rest. Not a hit list; overall some 3.3% were active at least once.

SMILES | TNAP inhibition | HPDE-C7 cytotoxicity | Bfl-1 inhibitors | HT1080 viability | LYP inhibition | DPM-DC inhibit | MK inhibit | KRASV12 cytotoxicity | PMK inhibit | others
O=C(CSC1=Nc2ccccc2C2=NC(CC(=O)NCc3ccco3)C(=O)N12)NCC1CCCO1 (stereo not given) | 1.6% | -13.1% | 1.9% | -3.9% | 5.2% | i | 5.0 | -7.9% | 15.0
COCCNC(=O)CN(C(=O)CCC(=O)Nc1ccccn1)c1ccc(F)cc1 | 9.8% | 2.5% | -6.8% | -5.4% | 0.7% | i | 6.0 | -9.6% | 1.0
Cc1nccn1-c1ccc(C(F)(F)F)cc1NC=O | 12.7% | -6.1% | -3.8% | -2.5% | nt | i | 0.0 | -11.6% | 21.0
O=C(NC1CCN(Cc2ccccc2)CC1)C1COc2ccccc2O1 (stereo not given) | 2.1% | -6.8% | -2.6% | 0.6% | nt | i | 4.0 | 14.6% | 12.0
CCCCn1nnnc1NCc1ccc(N2CCCC2)cc1 | 3.2% | -1.1% | -0.5% | 9.1% | 13.6% | i | 0.0 | 3.0% | 7.0
CCc1nnc(SCc2ccc(OC)c(Br)c2)n1N | 12.2% | -2.1% | -9.9% | -9.0% | nt | i | 4.0 | -5.1% | 9.0
COc1ccc(C)cc1NC(=O)CSc1nnc(-c2ccc(OC)c(OC)c2)n1N | 12.4% | nt | -4.7% | 17.6% | 1.5% | i | 3.0 | nt | 0.0
Cc1ccc(C(=O)NCC(=O)OCC(=O)c2c(N)n(C)c(=O)n(C)c2=O)s1 | 9.3% | -10.4% | -0.8% | 1.0% | 4.5% | i | 0.0 | -5.5% | 8.0
O=c1cc(CN2CCN(Cc3ccccc3)CC2)c2cc(Cl)ccc2o1 | 9.1% | -4.7% | -5.8% | -5.6% | nt | i | 12.0 | -20.3% | 15.0
O/N=C1/CC/C(=N\O)c2nn(-c3ccccc3)nc21 | 9.1% | -10.5% | 1.2% | -0.3% | nt | i | 0.0 | 4.9% | 0.0

Of the compounds above, 4 have a halogen:
SMILES | TNAP inhibition | HPDE-C7 cytotoxicity | Bfl-1 inhibitors | HT1080 viability | LYP inhibition | DPM-DC inhibit | MK inhibit | KRASV12 cytotoxicity | PMK inhibit | others
COCCNC(=O)CN(C(=O)CCC(=O)Nc1ccccn1)c1ccc(F)cc1 | 9.8% | 2.5% | -6.8% | -5.4% | 0.7% | i | 6.0 | -9.6% | 1.0
Cc1nccn1-c1ccc(C(F)(F)F)cc1NC=O | 12.7% | -6.1% | -3.8% | -2.5% | nt | i | 0.0 | -11.6% | 21.0
CCc1nnc(SCc2ccc(OC)c(Br)c2)n1N | 12.2% | -2.1% | -9.9% | -9.0% | nt | i | 4.0 | -5.1% | 9.0
O=c1cc(CN2CCN(Cc3ccccc3)CC2)c2cc(Cl)ccc2o1 | 9.1% | -4.7% | -5.8% | -5.6% | nt | i | 12.0 | -20.3% | 15.0

More records follow.
SMILES | TNAP inhibition | HPDE-C7 cytotoxicity | Bfl-1 inhibitors | HT1080 viability | LYP inhibition | DPM-DC inhibit | MK inhibit | KRASV12 cytotoxicity | PMK inhibit | others
CCOc1cc(C)c(S(=O)(=O)Nc2ccc(Cl)cn2)cc1C | 0.1% | -8.4% | 5.8% | 6.0% | 4.4% | i | 3.0 | -11.4% | 13.0
COc1ccc(N2C(=O)CC(N3CCN(S(=O)(=O)c4c(F)cccc4F)CC3)C2=O)cc1OC (stereo not given) | 10.6% | -3.8% | 0.2% | 5.9% | 0.0% | i | 3.0 | -4.7% | 0.0 | PMK inhibit pilot replicates=2.0;MK inhibit pilot replicates=2.5;DPM-DC inhibit pilot screen %=0.5
CN1CCc2c(C#N)c(N3CCCCC3)nc(NCc3ccccc3)c2C1 | 7.5% | 16.8µM* | 0.4% | 6.2% | -8.0% | i | 10.0 | 2.44µM* | 0.0
COc1ccc(C(=O)N2CCN(c3nc4cc(C)ccc4cc3C#N)CC2)c(OC)c1 | 11.8% | -1.0% | 1.0% | -8.7% | nt | i | 6.0 | -2.6% | 6.0 | PMK inhibit pilot replicates=0.0;MK inhibit pilot replicates=0.5;DPM-DC inhibit pilot screen %=0.0
O=C1C(C2=C(O)c3ccccc3C2=O)=Nc2ccccc21 | 8.5% | 38.6% | 3.7% | nt | nt | i | 3.0 | 40.0% | 13.0
COc1ccc(C2CC(=O)N3CN(c4ccc(C)c(Cl)c4)CSC3=C2C#N)cc1OC (stereo not given) | 3.4% | -4.4% | 2.8% | -9.2% | -3.0% | i | 0.0 | -1.5% | 3.0
CCOC(=O)CCc1c(C)nc2cc(C3CCCN(C(=O)OC(C)(C)C)C3)[nH]n2c1=O (stereo not given) | 11.7% | 8.5% | -11.2% | 2.8% | nt | i | 7.0 | 8.6% | 9.0
CSc1ncccc1C(=O)OCc1ccccc1 | 0.9% | -2.2% | -4.1% | 0.5% | nt | i | 4.0 | -2.9% | 13.0
CCN(C(=O)c1sc(N)c(C#N)c1C)C1CCCCC1 | 10.2% | -9.6% | -4.3% | -1.6% | 1.6% | i | 5.0 | -5.4% | 13.0
NC(=O)CSCc1cccc(Br)c1 | 4.5% | 1.6% | -1.4% | -3.1% | 0.2% | i | 7.0 | -7.9% | 0.0
CCn1nnc(-c2ccccc2NC(=O)c2ccc(-n3cnnn3)cc2)n1 | 13.1% | 0.9% | 1.8% | -1.1% | -25.1% | i | 10.0 | 5.7% | 14.0 | PMK inhibit pilot replicates=1.0;MK inhibit pilot replicates=0.0;DPM-DC inhibit pilot screen %=0.0
CCC(=O)Nc1cc(-c2nn3c(C)nnc3s2)ccc1C | 2.4% | -5.6% | -5.0% | -11.9% | nt | i | 0.0 | -11.0% | 16.0
CCOc1ccc(N2C(=O)CC(Sc3nc(C)cc(C)n3)C2=O)cc1 (stereo not given) | 0.6% | -7.6% | -1.5% | -1.0% | nt | i | 6.0 | 1.8% | 11.0
O=C(O)c1cccc(NC(=O)C23CC4CC(C2)CC(n2cnc(Cl)n2)(C4)C3)c1 | 16.2% | -9.9% | -2.3% | 4.3% | 9.3% | i | 5.0 | 19.5% | 0.0 | PMK inhibit pilot replicates=8.0;MK inhibit pilot replicates=3.5;DPM-DC inhibit pilot screen %=0.0
COc1ccc(NC(=O)C(c2ccccc2)N(C)C(=O)c2cnccn2)cc1 (stereo not given) | 8.7% | -13.8% | 2.2% | -9.6% | -2.3% | i | 9.0 | -2.6% | 2.0
N=c1n(CCN2CCCC2)c2ccccc2n1CC(O)c1ccco1 (stereo not given) | 9.3% | -2.0% | -10.7% | -3.9% | nt | i | 0.0 | -3.9% | 6.0
COc1cc(C)c(Cl)cc1S(=O)(=O)NCC1CCCO1 (stereo not given) | 19.8% | 6.2% | 2.4% | 2.5% | 7.8% | i | 8.0 | -3.0% | 5.0
O=C(CSc1nnc2ncccn12)N1CCCCCC1 | 15.9% | 4.9% | 3.8% | -5.0% | 1.8% | i | 0.0 | 6.5% | 13.0 | PMK inhibit pilot replicates=0.0;MK inhibit pilot replicates=0.0;DPM-DC inhibit pilot screen %=0.0
CCOC(=O)c1cccc(NC(=O)CN(c2ccc(C)cc2)S(=O)(=O)c2c(C)noc2C)c1 | 6.0% | 2.9% | -0.5% | 3.1% | nt | i | 0.0 | -3.7% | 13.0
COc1ccc(C2CC(C(F)(F)F)n3nc(C(=O)O)c(Cl)c3N2)cc1OC (stereo not given) | 13.8% | 6.7% | -2.1% | 3.8% | -0.1% | i | 8.0 | 1.6% | 0.0
CCCCC(=O)NC1=NC(=O)C(C)(C)S1 | 7.3% | nt | -2.8% | 4.2% | 3.0% | i | 0.0 | nt | 8.0
CCCCS(=O)CC(O)COc1ccc(C(C)(C)C)cc1 (stereo not given) | 2.4% | -1.9% | -2.7% | -5.9% | 3.9% | i | 0.0 | -3.7% | 4.0
O=C(Cc1ccc(-c2ccccc2)cc1)NCCN1CCOCC1 | 1.3% | -11.8% | -9.0% | 28.8% | 11.0% | i | 2.0 | 4.0% | 10.0
O=C(O)c1ccc(NCc2cccnc2)cc1 | 5.7% | -4.7% | -3.0% | 6.7% | 0.3% | i | 2.0 | 4.5% | 7.0
O=C(Nc1nc(-c2ccc3c(c2)OCO3)cs1)C1CC1 | 7.7% | 12.0% | 3.9% | 1.7% | -2.9% | i | 1.0 | -0.9% | 0.0
Cc1c(C(=O)Nc2cccc(Cl)c2)oc2ccc(S(=O)(=O)N3CCC4(CC3)OCCO4)cc12 | 8.0% | 55.3%* | 0.4% | 8.8% | 5.1% | i | 0.0 | 45.4% | 8.0
O=C(NCc1ccc(F)cc1)c1noc2c1CCCCC2 | 17.5% | -5.2% | 2.3% | -2.5% | -0.3% | i | 11.0 | 0.4% | 9.0
Cc1nnc(SCc2nnc(-c3ccc(Cl)cc3)o2)n1-c1ccccc1 | 10.7% | 3.2% | 0.8% | 23.5% | -15.8% | i | 3.0 | 11.4% | 13.0
CCn1c(=O)c(C(=O)Nc2ccccc2S(N)(=O)=O)c(O)c2ccccc21 | 12.7% | 3.8% | -2.3% | 3.0% | 11.5% | i | nt | -10.7% | 4.0
Cc1nonc1OCCn1nnnc1N | 4.4% | 9.3% | -0.5% | 9.3% | 12.2% | i | 0.0 | 21.7% | 17.0
COC(=O)COC(=O)c1ccc(Oc2nc(OC)nc(N(C)C)n2)cc1 | 3.9% | -0.9% | -7.5% | 3.0% | nt | i | 6.0 | 2.4% | 12.0
CC1CCCN(C(=O)CSCC(=O)Nc2nc(-c3cccs3)cs2)C1 (stereo not given) | 2.9% | 0.1% | -0.1% | -0.3% | -3.3% | i | 11.0 | -3.4% | 0.0
Cc1cccc(NC(=O)Cn2c(=O)oc3ccccc32)c1 | 13.3% | -9.7% | -1.7% | 5.9% | nt | i | 7.0 | -19.6% | 17.0
O=C(Cn1c(=O)oc2ccccc21)N1CCCCC1 | -0.8% | -16.1% | -0.6% | 2.2% | nt | i | 8.0 | -21.0% | 0.0
O=C(Cn1c(=O)oc2ccccc21)N1CCN(c2ccccc2)CC1 | 17.3% | -11.0% | -3.0% | 7.6% | 1.4% | i | 0.0 | 4.2% | 10.0 | PMK inhibit pilot replicates=3.5;MK inhibit pilot replicates=0.0;DPM-DC inhibit pilot screen %=1.5
